Screening data deposited in PubChem by The Scripps Research Institute Molecular Screening Center.
ADAM17 inh: ADAM17 inhibitors, primary screen, biochemical, QFRET. Disintegrin and metalloproteinase domain-containing protein 17 (Homo sapiens), P78536. recombinant ADAM17, EDANS/DABCYL FRET peptide cleavage. inhibition, % at 6.95 µM. 370,000 tested, 0.83% active;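 active = inhibition above the mean of compounds lying between control limits plus 3 SD, set per campaign, cut at about 8.5% in these data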;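 note: 0% = DMSO-only wells as the low control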
proKLK7 act: proKLK7 zymogen activators, primary screen, biochemical, fluorescence intensity. Kallikrein-7 (Homo sapiens), P49862. purified proKLK7, EDANS-DABCYL substrate fluorescence; 100% is mature enzyme control, 0% vehicle. activation, % at 7 µM. 370,000 tested, 0.9% active;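 active = activation above the mean of all tested compounds plus 3 SD, computed per campaign excluding outliers beyond control limits, cut at about 13% in these data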
Target sequence (P49862 whole entry, looked up): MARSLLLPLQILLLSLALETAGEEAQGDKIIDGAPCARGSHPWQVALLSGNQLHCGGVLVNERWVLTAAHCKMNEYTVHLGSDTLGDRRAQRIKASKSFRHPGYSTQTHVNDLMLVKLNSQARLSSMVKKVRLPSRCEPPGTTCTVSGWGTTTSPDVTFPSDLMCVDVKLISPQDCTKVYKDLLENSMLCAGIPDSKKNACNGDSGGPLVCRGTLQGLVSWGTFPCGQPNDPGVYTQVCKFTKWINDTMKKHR
ASAP1 inh: inhibitors of human ASAP1 ArfGAP activity, primary screen, biochemical, fluorescence polarization | 360,000 tested, 0.19% active | ASAP1-stimulated ARF1 GTP hydrolysis, GDP FP detection | Arf-GAP with SH3 domain, ANK repeat and PH domain-containing protein 1 (Homo sapiens), … | inhibition, % at 16.5 µM; in the data active = inhibition above about 25%;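 note: 0% = vehicle with enzyme and substrate and 100% = no enzyme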
Tn7 DDE FP: inhibitors of Tn7 peptide binding to fibrin DD(E), primary screen, biochemical, fluorescence polarization, human fibrin, Tn7 probe | Fibrinogen beta chain (Homo sapiens), P02675 | FP displacement of FITC-Tn7 peptide from fibrin DD(E); 0% = median of compound wells per plate | inhibition, % at 8.3 µM | 370,000 tested, 0.13% active | AID 720508, 2013;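 active = inhibition above the mean of compounds falling within the control limits plus 3 SD of them, cut at about 14% in these data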;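 note: 0% = plate median of compound wells and 100% = 10 µM Aha-Tn7 peptide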
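Assay system: Human clot-derived fibrin DD(E) complex | Buffer or medium: Tris/NaCl/CaCl2 buffer, pH 7.8 | Repeats: One replicate per compound | Benchmarks: Aha-Tn7 high control | Measure: % inhibition scaled between sample-field median and high-control FP | Schedule: 10 min plus 3 h, room temperature | Signal: Fluorescence polarization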
LEDGF integ inh: blockers of LEDGF/p75-dependent integrase strand transfer – biochemical, TR-FRET, high throughput, primary screen; inhibition, % at 3.7 µM; TR-FRET IN-LEDGF/p75 DNA integration, Eu/Cy5; 370,000 tested, 0.64% active;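 active = inhibition above the screen-wide mean plus 3 SD, cut at about 13% in these data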;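 note: signal is the Cy5 over europium emission ratio at 671 and 618 nm; 0% = plate median of compound wells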
ARFGAP1 inhibitor: inhibitors of rat ARFGAP1 GAP activity, primary screen, biochemical, fluorescence polarization, GDP tracer; ADP-ribosylation factor GTPase-activating protein 1 (Rattus norvegicus), Q62848; Arfgap1-stimulated ARF1 GTP hydrolysis, GDP FP detection; inhibition, % at 16.5 µM; 360,000 tested, 0.26% active; AID 651572, 2012;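 active = inhibition above a per-plate limit, mean inhibition of low control wells plus 3 SD, cut at about 25% in these data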;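 note: 0% = DMSO wells with enzyme and 100% = wells lacking Arfgap1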
Target sequence (Q62848 1-136 limits assumed): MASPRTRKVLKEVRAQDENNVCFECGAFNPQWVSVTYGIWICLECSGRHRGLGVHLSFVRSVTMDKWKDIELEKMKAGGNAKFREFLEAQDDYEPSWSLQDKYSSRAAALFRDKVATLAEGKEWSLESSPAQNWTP
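Material: rat Arfgap1 catalytic domain, aa 1-136; also added: human ARF1(Δ1-17)-GTP substrate; compound dosing: one concentration, 16.5 µM, DMSO 1.26%; incubation: GTP hydrolysis reaction 2 h at 25 °C; measured by: Tracer-displacement fluorescence polarization with EDTA stop, 620/688 nm; evaluation: % inhibition from polarization; repeats: one replicate per compound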
Tn6 DDE FP: inhibitors of Tn6 peptide binding to fibrin DD(E), primary screen, biochemical, fluorescence polarization, human fibrin, Tn6 probe; Fibrin DD(E) TRITC-Tn6 fluorescence polarization displacement; Fibrinogen beta chain (Homo sapiens), P02675; inhibition, % at 8.3 µM; 370,000 tested, 0.21% active;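 active = inhibition above a per-campaign cutoff: mean of compounds within control limits plus 3 SD, cut at about 15% in these data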;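 note: 0% = median of all compound wells on the plate and 100% = blocking peptide control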
PLC-gamma1 inh: PLC-gamma1 enzyme inhibitors, primary screen, biochemical, fluorescence, purified enzyme | fluorogenic substrate | inhibition, % at 12.2 µM | 1-phosphatidylinositol 4,5-bisphosphate phosphodiesterase gamma-1 (Homo sapiens), P19174 | 370,000 tested, 0.84% active | AID 720700, 2013; in the data active = inhibition above about 9.5%
TDP2 absorb: human TDP2 enzyme inhibitors, primary screen, biochemical, epi absorbance, recombinant enzyme; Tyrosyl-DNA phosphodiesterase 2 (Homo sapiens), O95551; T5PNP hydrolysis, p-nitrophenol absorbance 415 nm; inhibition, % at 12.8 µM; 370,000 tested, 0.34% active; AID 720702, 2013;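 active = inhibition above the mean of all tested compounds plus 3 SD, set per campaign, cut at about 25% in these data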;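 note: 0% = DMSO with enzyme and 100% = buffer with substrate but no TDP2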
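Assay system: Recombinant human TDP2 | Quantity: 120 nM TDP2 per well | Incubation: 2 h at 37 °C | Signal: Epi absorbance | Evaluation: Percent inhibition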
ADAM10 inh: human ADAM10 inhibitors, primary screen, biochemical, QFRET, HTS; Disintegrin and metalloproteinase domain-containing protein 10 (Homo sapiens), O14672; recombinant ADAM10, EDANS/DABCYL FRET peptide cleavage, 3 h; inhibition, % at 7 µM; 370,000 tested, 0.62% active; AID 720582, 2013;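 active = inhibition above a per-campaign cutoff equal to the mean of compounds falling between control-based bounds plus 3 SD, cut at about 20% in these data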;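 note: 0% = DMSO wells while the 100% control is not disclosed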
Target sequence (O14672 214-748 limits assumed): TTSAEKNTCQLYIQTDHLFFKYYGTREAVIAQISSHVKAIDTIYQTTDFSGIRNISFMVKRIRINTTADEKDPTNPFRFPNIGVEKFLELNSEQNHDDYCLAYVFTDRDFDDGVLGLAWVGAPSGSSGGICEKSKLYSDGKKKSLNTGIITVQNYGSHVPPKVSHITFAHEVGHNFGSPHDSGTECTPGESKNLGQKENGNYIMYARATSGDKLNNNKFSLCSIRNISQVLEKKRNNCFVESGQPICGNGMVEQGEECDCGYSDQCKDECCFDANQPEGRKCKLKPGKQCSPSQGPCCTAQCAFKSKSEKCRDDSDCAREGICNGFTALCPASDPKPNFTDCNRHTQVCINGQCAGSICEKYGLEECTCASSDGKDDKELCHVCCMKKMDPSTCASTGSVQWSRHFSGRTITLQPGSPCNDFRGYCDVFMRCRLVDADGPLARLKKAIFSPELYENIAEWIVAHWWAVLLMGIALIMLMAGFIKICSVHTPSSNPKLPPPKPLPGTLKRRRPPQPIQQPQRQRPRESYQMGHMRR
* marks the source's active call; other numbers are inactive results; i = inactive; / = no result given. Not a hit list. Share with any hit: about 4.2%.

SMILES	ADAM17 inh	proKLK7 act	ASAP1 inh	Tn7 DDE FP	LEDGF integ inh	ARFGAP1 inhibitor	Tn6 DDE FP	PLC-gamma1 inh	TDP2 absorb	ADAM10 inh
COC(=O)Cc1c(C)c2ccc(OCC(=O)NC3CCS(=O)(=O)C3)cc2oc1=O (stereo unspecified)	-270	2.9	-19	5	0	7	-2	-121	5	i
CCN(CC)CC(O)CN(c1ccccc1)S(=O)(=O)c1ccc2ccccc2c1 (stereo unspecified)	-7	-0.3	9	6	-3	-3	0	1	-5	4
CNC(=S)N/N=C/c1c(C)nn(-c2ccccc2)c1Cl	-2	-0.2	-2	-5	-2	11	0	-1	-6	4
O=C(Nc1ccccc1)N(CCCN1CCOCC1)Cc1ccccc1F	-2	0.0	-1	4	-2	-4	-1	4	-9	-10
CCNC(=O)/C(C#N)=C/c1c(N2CCN(c3cccc(Cl)c3)CC2)nc2c(C)cccn2c1=O	-59	1.1	6	0	1	1	-4	-18	10	-138
O=C(NCc1ccco1)c1ccc(S(=O)(=O)N2CCOCC2)cc1	0	-0.3	3	1	14*	9	2	-1	11	-2
OC(CNC1CCCCC1)CON=C1CCSc2c(Cl)cccc21 (stereo unspecified)	-2	-0.4	-2	-1	-2	11	3	4	0	-22
CS(=O)(=O)Nc1nnc(Cc2ccccc2)s1	-1	-0.4	-23	-1	-2	-3	3	5	-3	8
Cc1ccc(CN(C)C(=O)c2ccc(S(=O)(=O)N3CCCCCC3)cc2)o1	-5	0.4	2	5	0	-14	2	4	10	-4
Cc1nn(CC(=O)Nc2ccc3c(c2)nc(CN2CCCCC2)n3C)c(=O)c2ccccc12	-2	-0.3	-2	0	-1	-5	-1	-5	4	4
CC(OC(=O)c1ccc(NS(=O)(=O)c2ccc3[nH]c(=O)[nH]c3c2)cc1)C(=O)Nc1ccc(Cl)cc1 (stereo unspecified)	4	-0.7	16	-1	3	16	-12	2	-2	11
Cc1ccccc1-c1cc(-c2ccccc2O)on1	2	0.0	0	-3	1	6	-6	4	-15	12
O=C(CSCc1ccc([N+](=O)[O-])cc1)N/N=C/c1ccncc1	-2	0.4	5	2	1	6	-1	4	4	0
O=C(O)c1cccc2c1C(=O)c1ccc(N3CCCCC3)cc1S2(=O)=O	-4	-0.9	-9	-2	0	-3	-1	-32	0	9
O=c1ccc2cc(S(=O)(=O)NCCCc3ccccc3)ccc2[nH]1	-7	-0.9	13	0	2	6	-9	8	-13	-3

Full records as entered above. Order of values: ADAM17 inh	proKLK7 act	ASAP1 inh	Tn7 DDE FP	LEDGF integ inh	ARFGAP1 inhibitor	Tn6 DDE FP	PLC-gamma1 inh	TDP2 absorb	ADAM10 inh
OC(CNC1CCCCC1)CON=C1CCSc2c(Cl)cccc21 (stereo unspecified) is listed with -2	-0.4	-2	-1	-2	11	3	4	0	-22
Cc1nn(CC(=O)Nc2ccc3c(c2)nc(CN2CCCCC2)n3C)c(=O)c2ccccc12 is listed with -2	-0.3	-2	0	-1	-5	-1	-5	4	4

Reprinted from above, 10 compounds:
SMILES	ADAM17 inh	proKLK7 act	ASAP1 inh	Tn7 DDE FP	LEDGF integ inh	ARFGAP1 inhibitor	Tn6 DDE FP	PLC-gamma1 inh	TDP2 absorb	ADAM10 inh
COC(=O)Cc1c(C)c2ccc(OCC(=O)NC3CCS(=O)(=O)C3)cc2oc1=O (stereo unspecified)	-270	2.9	-19	5	0	7	-2	-121	5	i
CCN(CC)CC(O)CN(c1ccccc1)S(=O)(=O)c1ccc2ccccc2c1 (stereo unspecified)	-7	-0.3	9	6	-3	-3	0	1	-5	4
CNC(=S)N/N=C/c1c(C)nn(-c2ccccc2)c1Cl	-2	-0.2	-2	-5	-2	11	0	-1	-6	4
O=C(Nc1ccccc1)N(CCCN1CCOCC1)Cc1ccccc1F	-2	0.0	-1	4	-2	-4	-1	4	-9	-10
CCNC(=O)/C(C#N)=C/c1c(N2CCN(c3cccc(Cl)c3)CC2)nc2c(C)cccn2c1=O	-59	1.1	6	0	1	1	-4	-18	10	-138
O=C(NCc1ccco1)c1ccc(S(=O)(=O)N2CCOCC2)cc1	0	-0.3	3	1	14*	9	2	-1	11	-2
OC(CNC1CCCCC1)CON=C1CCSc2c(Cl)cccc21 (stereo unspecified)	-2	-0.4	-2	-1	-2	11	3	4	0	-22
CS(=O)(=O)Nc1nnc(Cc2ccccc2)s1	-1	-0.4	-23	-1	-2	-3	3	5	-3	8
Cc1ccc(CN(C)C(=O)c2ccc(S(=O)(=O)N3CCCCCC3)cc2)o1	-5	0.4	2	5	0	-14	2	4	10	-4
Cc1nn(CC(=O)Nc2ccc3c(c2)nc(CN2CCCCC2)n3C)c(=O)c2ccccc12	-2	-0.3	-2	0	-1	-5	-1	-5	4	4

(cont.)
SMILES	ADAM17 inh	proKLK7 act	ASAP1 inh	Tn7 DDE FP	LEDGF integ inh	ARFGAP1 inhibitor	Tn6 DDE FP	PLC-gamma1 inh	TDP2 absorb	ADAM10 inh
CCC(C)C(=O)Nc1nnc(SCC(=O)NC(C)(C)C)s1 (stereo unspecified)	-2	-0.9	-8	4	-3	4	7	1	2	-9
Cc1coc2cc3oc(=O)c(CCC(=O)NCCCN4CCCC4=O)c(C)c3cc12	-63	9.1	4	3	1	-4	-2	-184	7	-314
COc1ccc(C(=O)C(C)Oc2cccc(NC(=O)c3cccc([N+](=O)[O-])c3)c2)cc1 (stereo unspecified)	-5	0.4	12	-6	-1	4	3	-3	-3	-5
O=S(=O)(NCc1ccco1)c1ccc(Cl)cc1Cl	1	0.0	8	-2	1	-4	-3	-2	4	4
CC(C)NC(=O)CSCc1cccc(Br)c1	-1	0.1	-2	4	-1	7	5	1	-4	-5
COCCNC(=O)C1(C)CCCN(C(=O)c2ccccc2F)C1 (stereo unspecified)	-1	0.2	-4	-8	2	3	4	-1	-10	-2
O=C(CSc1nc2ccc(Nc3nc(N4CCOCC4)nc(N4CCOCC4)n3)cc2s1)Nc1ccccc1F	-7	-0.6	-2	16*	-4	8	9	-7	0	-8
CCN(CC(=O)Nc1ccc2c(c1)OCCO2)C(=O)/C=C/c1cccc(Br)c1	-2	0.5	-7	1	0	0	-4	-4	-9	1
Cc1cccc(C(=O)N2CCCC(N3CCN(Cc4ccc5c(c4)OCO5)CC3)C2)n1 (stereo unspecified)	-2	-0.5	-17	1	-3	1	12	-2	-14	2
Cc1ccc(OCCC(=O)NCCc2ccc(S(N)(=O)=O)cc2)cc1	-1	0.2	-8	1	3	7	-2	0	0	0
N#CCCN=C(NS(=O)(=O)c1ccccc1)c1ccccc1	-5	-0.1	-15	3	-3	15	-1	0	12	-3
COc1cccc(S(=O)(=O)N(C)C[C@H]2Oc3ncc(Br)cc3C(=O)N([C@H](C)CO)C[C@H]2C)c1	0	0.0	5	7	-8	2	1	1	3	8
O=S(=O)(c1ccccc1)N(Cc1ccccn1)Cc1ccccn1	-6	0.4	-5	-7	1	-12	2	2	7	-4
O=C(Nc1ccccc1C(=O)N1CCCCC1)C1CCCCC1	-3	0.1	2	0	0	4	-7	5	-3	-4
COc1ccc(-c2csc(NC(=O)Nc3ccccc3)n2)cc1	-4	0.4	4	5	-7	15	-4	1	-7	6
CC(=O)c1ccc(OCCCC(=O)N2CCN(S(=O)(=O)c3cc(C)ccc3C)CC2)cc1	-1	0.2	-4	2	1	-5	8	-1	-3	-4
O=[N+]([O-])c1ccc2c(c1)nc1n2CCN(c2ccccc2)C1	-3	-0.3	1	4	17*	-5	-4	2	-2	-4
CCOC(=O)N1CCN(C/C(C)=C/c2ccccc2)CC1	-2	0.6	5	3	-2	7	3	1	15	0
CN1CCN(c2ccc(C(CC(N)=O)NC(=O)Cc3cccc4ccccc34)cc2[N+](=O)[O-])CC1 (stereo unspecified)	-2	0.3	3	-5	-1	-1	-1	-4	11	1
CCc1nnc(SCC(=O)Nc2ccc(NC(C)=O)cc2)n1-n1cccc1	-3	0.4	5	3	0	-4	4	2	-12	0
CN(CCOC(=O)c1cc2ccccc2o1)C1CN(Cc2cn(Cc3ccccc3Cl)nn2)S(=O)(=O)C1 (stereo unspecified)	-2	0.2	/	1	-1	/	-1	-1	12	-8
CCc1ccc(CN(C)Cc2nc(-c3cccc(Cl)c3)no2)nc1	-3	-0.3	3	-5	5	-4	4	-1	28*	-1
Cc1ccc(NC(=O)c2cccc(OCc3c(C)noc3C)c2)cc1	-2	-0.1	-9	9	0	0	4	-1	-6	-3
COc1cc(NC(=O)CSCc2cnn(-c3ccccc3)c2-n2cccc2)cc(OC)c1	4	-0.2	-6	5	1	-7	-2	0	2	14
CC(=O)c1ccc(OCC(=O)NCCC2=CCCCC2)cc1	-4	0.4	1	2	-3	5	4	-3	0	-15
CC(C)CNC(=O)c1cccc(Cn2cc(Cl)cn2)c1	5	0.3	-17	3	1	0	5	7	-13	3
Cc1cccc(CN2CCC(N3CC(C)OC(C)C3)CC2)c1 (stereo unspecified)	3	0.3	-8	2	2	14	-5	9	-13	-1
COc1ccc(CCN=C(N)NS(=O)(=O)c2ccc(C)cc2)cc1OC	-1	0.1	-1	-3	4	-2	-7	0	5	-2
CC(=O)c1c(O)cc(=O)n(-c2ccccc2)c1-c1cccc2ccccc12	-1	-0.5	2	1	0	4	0	0	2	-1
O=C(Nc1cccc(Br)c1)c1ccc(CN2CCc3ccccc3C2)cc1	2	-1.0	0	-1	7	-1	-4	4	-6	9
